# Screening results deposited in PubChem BioAssay by several laboratories.
# procasp7 counter – activates human procaspase-7, counter-screen for procaspase-3 activators. hit rate 0.093% among 330,000. activation, % at 8.5 µM. recombinant procaspase-7, Ac-DEVD-pNA absorbance 405 nm; D23A/D198A/D206A triple mutant, cannot self-cleave; scale: DMSO 0, 5 µM enzyme 100;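 active means percent activation above the screen-wide mean plus 3 SD, cut at about 25% in these data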
#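 Assay system: Uncleavable procaspase-7 mutant enzyme | Input: 2 µM procaspase-7 mutant as dispensed | Timing: 1 h compound preincubation, 2 h substrate cleavage, 25 °C | Repeats: One well per compound | Control set: DMSO wells as 0%, DMSO with 5 µM added PC-7 as 100% | Technique: Epi-absorbance of released pNA at 405 nm, two timepoints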
# proCasp3 act – activates human procaspase-3; activation, % at 8.5 µM; P42574; recombinant procaspase-3 D3A, Ac-DEVD-pNA absorbance 405 nm; AID 463141; hit rate 0.11% among 330,000;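 active means activation above the mean of all tested compounds plus 3 SD, cut at about 21% in these data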;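 further: 0% = DMSO alone and 100% = DMSO wells spiked with extra 5 µM PC-3 D3A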
#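 Test system: Procaspase-3 D3A mutant; medium: Zinc-free HEPES/NaCl buffer with 0.01% Triton X-100 at pH 7.4; reagent: DEVD-pNA substrate; doses: one concentration, 8.5 µM nominal, 0.8% DMSO; times: 1 h preincubation plus 2 h reaction at 25 °C; signal: Epi-absorbance at 405 nm of released p-nitroaniline, 0 and 120 min; replicates: singlicate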
# RPL19A TOR yeast – alters RPL19A-GFP fluorescence in TOR pathway yeast screen; percent response vs DMSO, % at 10 µM; hit rate 0.3% among 330,000; S. cerevisiae RPL19A-GFP strain, flow cytometry, 3 h; hits give low values;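 active means percent response vs DMSO below 50%; inconclusive means fewer than 70 events counted for the yeast strain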;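 further: median channel GFP fluorescence of the barcoded RPL19A-GFP strain; ratio of sample median GFP to plate DMSO average so 100% = DMSO; lower means less RPL19A-GFP as with rapamycin TOR inhibition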
# EBNA-1 inhibitor – blocks EBNA-1 binding to DNA | EBNA-1 DNA binding, fluorescence polarization | inhibition, % at 14.8 µM | hit rate 0.34% among 300,000; in the data active means inhibition above about 28%
# AHR act – activators of human aryl hydrocarbon receptor; P35869; AHR-responsive luciferase reporter cells, luminescence; activation, % at 5 µM; hit rate 2.5% among 320,000; AID 2796; in the data active means activation above about 47%;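 further: 0% = vehicle wells and 100% = reference agonist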
# LAP4 TOR yeast – yeast TOR pathway LAP4-GFP modulation; S. cerevisiae LAP4-GFP multiplex, flow cytometry GFP, 3 h; median GFP as percent of DMSO wells; GFP response vs DMSO, % at 10 µM; hit rate 0.34% among 320,000;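 active means GFP response vs DMSO above a set limit, about the screen mean plus 3 SD, cut at about 150% in these data; inconclusive means under 70 cell events counted for the yeast strain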
# ZTA DNA inh – blocks Epstein-Barr virus ZTA, an EBNA-1 counter-screen; P03206; ZTA-DNA binding, fluorescence polarization; inhibition, % at 11 µM; hit rate 0.15% among 320,000; AID 2234; in the data active means inhibition above about 33%
# MEP2-GFP yeast – yeast TOR pathway MEP2-GFP modulation | S. cerevisiae MEP2-GFP strain, flow cytometry GFP, 3 h; 100% = DMSO control level | GFP response vs DMSO, % at 10 µM | hit rate 0.51% among 330,000;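 active means GFP response versus DMSO above a set limit, roughly screen mean plus 3 SD, cut at about 180% in these data; inconclusive means fewer than 70 cells counted for a yeast strain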;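 further: median GFP fluorescence of the barcode-gated MEP2-GFP cells per well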
# * = called active by the depositor; ? = inconclusive; . = not tested or not shown.
Molecule,procasp7 counter,proCasp3 act,RPL19A TOR yeast,EBNA-1 inhibitor,AHR act,LAP4 TOR yeast,ZTA DNA inh,MEP2-GFP yeast
COc1ccccc1N(CC(N)=O)S(=O)(=O)c1ccc(C)cc1,4,-8,102,9,0,95,4,107
COc1cccc(NC(=O)CN(C)C(=O)c2cc3ccccc3cc2OC)c1,15,8,98,.,4,101,-12,104
C#CCOCCOCCOCCNc1nc(N2CCN(C(=O)C(Cc3ccc(O)cc3)n3cc(C(N)CC(C)C)nn3)CC2)nc(N2CCN(C(=O)C(Cc3cc4ccccc4[nH]3)n3cc(C(N)C(C)CC)nn3)CC2)n1 (stereo unspecified),0,3,103,14,12,105,-2,90
CC(=O)c1ccc(N=C2C(=O)Nc3ccccc32)cc1,2,7,103,-8,4,97,12,101
O=C(Nc1cccc(NC(=O)c2ccc(Cl)cc2Cl)c1)c1cccnc1,11,-12,98,-14,20,92,4,99
Cc1nn(-c2ccccc2)c(Cl)c1C(=O)N(C)CC(=O)Nc1cccc(F)c1,6,0,102,10,-1,108,0,99
CN(C)c1ccc(S(=O)(=O)NCC(=O)NCC2CCCCC2)cc1[N+](=O)[O-],-7,-3,104,-15,5,89,-1,106
CCOc1ccc(NC(=O)CSc2nc3ccccc3c(=O)n2CCNC(C)=O)cc1,-6,-2,103,1,1,104,-7,98
CN(C)S(=O)(=O)c1ccc(C(=O)OCC(=O)N2CC3(C)CC2CC(C)(C)C3)cc1 (stereo unspecified),6,-1,95,.,-1,100,.,96
Cc1cccc(NC(=S)N2CCCCC2c2cccnc2)c1C (stereo unspecified),1,8,97,7,0,105,-16,98
Cc1cc(NC(=O)CSc2nnc(NCc3ccco3)s2)no1,11,-10,93,.,10,80,0,89
O=C(O)c1cccc(S(=O)(=O)Nc2ccc(O)cc2Sc2nc3ccccc3s2)c1,-4,-4,96,0,12,84,12,94
O=C1c2ccccc2C(=O)N1C/C=C/c1ccccc1,-4,4,100,12,0,109,0,103
COc1ccc(C(CNC(=O)c2cccnc2SC)N2CCOCC2)cc1 (stereo unspecified),2,-1,94,1,1,94,9,93
CCOC(=O)Cc1nnc(NC(=O)CSc2nnc3c4ccccc4n(C(C)C)c3n2)s1,-3,-6,91,11,13,105,-15,112
COc1ccc(-c2nnc(NC(=O)C3=COCCO3)o2)cc1,-1,-1,102,2,3,98,-2,105
Cc1cnc(C(=O)OCc2cc(=O)n3c(C)cccc3n2)cn1,12,-1,96,.,0,94,.,97
Cc1ccc(-c2nc3ccccc3c(=O)n2NC(=O)COc2ccccc2)cc1,10,-1,102,15,46,104,16,99
CC(C)c1cc(=O)[nH]c(SCC(=O)NC2CCCC2)n1,4,8,101,10,3,102,-12,100
O=C(NC1CCCCCC1)C(=O)NC1CCCC1,11,3,93,-4,0,94,13,96
Nc1nc(SCc2ccccc2)n[nH]1,4,-8,97,-5,-1,123,4,94
COc1cc(SC)ccc1C(=O)NCC1CCCCC1,-1,2,99,-4,0,101,1,97
Cc1c(/C=N/NC(=O)c2cc(C(C)(C)C)[nH]n2)c2ccccc2n1C,3,-4,109,4,73*,115,-1,108
CCOc1ccc(NC(=O)CC2C(=O)N(CC)C(=S)N2NC(=O)c2ccncc2)cc1 (stereo unspecified),-6,-17,101,-1,2,108,0,99
Cc1cccn2c(=O)c3cc(C(N)=S)c(=N)n(CCCN4CCOCC4)c3nc12,-19,-20,25*,1,3,101,-15,146

# Looked up by structure from the entries so far:
Molecule,procasp7 counter,proCasp3 act,RPL19A TOR yeast,EBNA-1 inhibitor,AHR act,LAP4 TOR yeast,ZTA DNA inh,MEP2-GFP yeast
Cc1cccn2c(=O)c3cc(C(N)=S)c(=N)n(CCCN4CCOCC4)c3nc12,-19,-20,25*,1,3,101,-15,146
Cc1nn(-c2ccccc2)c(Cl)c1C(=O)N(C)CC(=O)Nc1cccc(F)c1,6,0,102,10,-1,108,0,99
O=C1c2ccccc2C(=O)N1C/C=C/c1ccccc1,-4,4,100,12,0,109,0,103

# Returning to the listing, repeating the 2 entries before the break.
Molecule,procasp7 counter,proCasp3 act,RPL19A TOR yeast,EBNA-1 inhibitor,AHR act,LAP4 TOR yeast,ZTA DNA inh,MEP2-GFP yeast
CCOc1ccc(NC(=O)CC2C(=O)N(CC)C(=S)N2NC(=O)c2ccncc2)cc1 (stereo unspecified),-6,-17,101,-1,2,108,0,99
Cc1cccn2c(=O)c3cc(C(N)=S)c(=N)n(CCCN4CCOCC4)c3nc12,-19,-20,25*,1,3,101,-15,146
COc1ccc(C2=CC(=O)C[C@H](c3ccc(Cl)cc3)C2)cn1,9,6,97,.,2,98,-5,92
CC(C)(C)c1nc2scc(-c3cccs3)c2c(=O)o1,5,1,104,-1,15,103,2,96
CN(C(=O)CSc1cccc[n+]1[O-])C1CCCCC1,-8,0,95,.,-1,109,.,109
CCCN1CCC(=O)N([C@H](CO)Cc2ccccc2)CC1,-2,0,?,9,0,?,0,?
O=C(NCc1ccc(Cl)cc1Cl)Nc1ccccc1,5,-16,101,-1,4,111,6,105
C/C(=N\NC(=S)NC(C)C)c1cccc([N+](=O)[O-])c1,9,-8,102,5,1,98,-1,104
CCCCC(c1nnnn1C1CCCC1)N1CCN(C2CCCC2)CC1 (stereo unspecified),3,-7,99,0,1,104,-1,102
CCCN1C(=O)C(O)(C/C(C)=N/O)c2ccccc21 (stereo unspecified),4,6,92,-6,-2,99,4,93
Cc1nc(Nc2cc(F)ccc2C)c2nnn(Cc3ccccc3)c2n1,1,0,91,3,7,94,-5,104
CC1CCCC(NC(=O)COc2ncnc3ccccc23)C1C (stereo unspecified),-9,-2,100,.,1,102,.,109
O=C(COc1ccc(Cl)cc1)Nc1cc(S(=O)(=O)N2CCCCC2)ccc1N1CCCCC1,6,0,108,3,-5,97,5,87
Cc1cc(C)cc(OCC(=O)Nc2ccc(N3CCN(S(C)(=O)=O)CC3)cc2)c1,-5,2,97,8,-1,90,6,103
Cc1ccc(-n2c(C)n[nH]c2=S)cc1C,-5,-11,99,1,2,91,2,103
CC(=O)Nc1ccc(S(=O)(=O)N2CCN=C2SCc2cccnc2)cc1,7,1,102,2,-1,107,4,109
CCCOc1cccc(NC(=O)c2c(-c3ccccc3)noc2C)c1,-2,0,102,-15,7,95,-10,107
Cc1ccc(Oc2ccc(NC(=O)c3ccco3)cc2)cc1,-4,-1,90,11,1,111,7,90
COCCNc1ccc(S(=O)(=O)N2CCCC2)cc1[N+](=O)[O-],-4,7,100,-6,10,109,0,99
COC(=O)c1ccc(C(=O)N(C)C2CCCN(Cc3ccccc3F)C2)cc1 (stereo unspecified),12,-3,99,-2,-4,92,-22,97
CCOc1cc(C=O)ccc1OCCSc1ccc(C)cc1,2,-1,92,7,0,145,10,97
FC(F)(F)c1ccc(C2[C@H]3CN(Cc4ccc(-c5ccccc5)cc4)[C@H](c4ccccc4)C34CC2(c2cccnc2)C4)cc1 (stereo partly specified),-4,1,105,9,-2,112,3,96
COc1cc(/C=N/n2c(=S)[nH]nc(C)c2=O)cc([N+](=O)[O-])c1O,-15,-3,98,-8,3,91,-7,106
CC(C)(C)n1nc2c(c1NC(=O)Cc1cccc3ccccc13)CS(=O)(=O)C2,1,1,97,4,2,97,-11,106
COc1ccc(OCCCn2cc(/C=C3/C(=N)N4C=C(C)SC4=NC3=O)c3ccccc32)cc1,-18,-13,93,-2,19,111,20,92
CC(=O)N1CCc2cc(S(=O)(=O)NC(Cc3ccccc3)C(=O)O)ccc21 (stereo unspecified),10,5,98,-1,-2,87,10,98
CCn1c(SCC(=O)c2[nH]c(C)c(C(C)=O)c2C)nnc1-c1ccccc1,-5,-2,100,3,1,99,3,103
COCCNC(=S)N1CCC(C(=O)c2ccc3c(c2)OCCO3)CC1,10,-3,104,-1,1,101,15,103
COc1ccc(Nc2nc3ccc(C)cn3c(=O)c2/C=N/O)cc1,-3,-1,84,4,22,82,-1,89
CCCCCCNC(=O)C(C#N)c1nc2ccccc2nc1N1CCOCC1 (stereo unspecified),4,1,91,1,-1,93,1,93
O=C(COC(=O)/C=C/c1ccc(OC(F)F)cc1)NC1CCCCCC1,2,5,99,.,-1,100,.,101
CSCCC(NC(=O)c1cc(S(=O)(=O)N2CCOCC2)ccc1F)c1nc2ccccc2[nH]1 (stereo unspecified),15,-6,102,.,0,104,6,103
O=C(Cc1ccc(Cl)cc1)Nc1ccc2oc(=O)ccc2c1,8,0,105,6,-2,101,26,98
CCOCCCNC(=O)CSc1nc2nc(C)c(Cc3ccccc3)c(C)n2n1,1,1,97,-14,3,90,-10,92
O=C(NCc1nc2ccccc2[nH]1)C1=C[C@H](C2CCCCC2)C[C@H](OCc2ccc(CO)cc2)O1,4,2,94,-12,4,128,-20,86
CCOC(=O)c1cc(-c2ccccc2)sc1NC(=O)COC,-3,10,100,-2,-1,96,7,96
CCCn1c(CCc2ccccc2)nnc1SCC(=O)N1CCCC1,13,-5,100,-8,4,103,0,103
COc1cccc(N2CCN(S(=O)(=O)c3cn(C)cn3)CC2)c1,-3,-1,102,-5,1,107,-4,99
Cc1ccc(CN(C(=O)CNC(=O)c2cccs2)C(C(=O)NCC2CCCO2)c2ccccc2)cc1 (stereo unspecified),-6,-1,98,5,2,100,-12,99
C=C1C(C(=O)N2CCN(C)CC2)C1C(=O)N1CCN(C)CC1 (stereo unspecified),3,-1,106,2,-2,87,14,90
Cc1ccc(S(=O)(=O)N2CCCN(C(=O)OC(C)(C)C)CC2)cc1,10,-4,99,-5,-1,103,1,100
COc1ccc(OCCc2nnc(N)s2)cc1,-8,2,98,3,-1,98,4,103
CCn1c(C(=O)N2CCCC(C(=O)NCCc3ccc(C)cc3)C2)cc2sccc21 (stereo unspecified),-12,-3,97,-8,1,97,-15,90
O=C(O)c1cccc(Nc2ncnc3ccc(Br)cc23)c1,3,-3,96,-5,22,96,-6,95
CC1=NN(C(=O)c2ccc(C)cc2)C(O)(C(F)(F)OC(F)(F)F)C1 (stereo unspecified),3,6,101,8,8,118,-11,102
O=C(NCCc1ccccc1)C1(c2ccccc2)CC1(Cl)Cl (stereo unspecified),-9,3,103,5,2,93,-10,106
CC1CCN(CCCNC(=O)C2CCC(=O)N2C2CCCC2)CC1 (stereo unspecified),7,1,95,0,0,93,-12,99
CCc1cccc2c(C(=O)CN3C(=O)N(C)C4(CCCCC4)C3=O)c[nH]c12,13,12,95,.,-1,97,0,96
S=C(Nc1ccc2c(c1)OCO2)NC1CCN(Cc2ccccc2)CC1,12,-2,98,-4,4,98,-4,102
NC1=NC2(CCCCC2)N(c2cccc(Cl)c2)C(N)=N1,13,-4,105,5,1,85,7,104
COc1ccc(NC(=O)COC(=O)C2CC(=O)N(c3ccc(C)cc3)C2)cc1 (stereo unspecified),-1,-1,96,-14,2,74,-8,90
COc1ccc(CN2CCN(C(C)C)C(CCO)C2)cc1Cn1cncn1 (stereo unspecified),3,3,93,-8,2,95,-12,101
C#CCn1c(=NC(=O)c2cc(-c3cccs3)nc3ccccc23)sc2cc(S(N)(=O)=O)ccc21,-35,0,84,14,36,110,-5,130
